Source: PubChem (several laboratories)
PRMT1 inh: blocks human protein arginine methyltransferase 1; Q99873; recombinant PRMT1, activity-based probe fluorescence polarization; inhibition, % at 2.79 µM; 1.3% of 370,000 active; AID 652257;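 active = inhibition above about 21% made by adding two undisclosed values, limit read from the data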
TCR-CD3 inh: inhibitors of human TCR-CD3 interaction; 0.37% of 360,000 active; TAMRA-labeled TCR probe fluorescence, biochemical; inhibition, % at 9.4 µM; in the data active = inhibition above about 19%;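 note: recombinant mutant TCR 2C K166C tagged with TAMRA read by polarization; 0% = receptor in buffer alone and 100% = receptor with positive control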
GC-B act: GC-B (human) receptor activation. 0.11% of 370,000 active. AID 1920062. activation, % at 10 µM. P20594. HEK293-GC-B cells, CNP EC30, cGMP TR-FRET; 0% at EC30 CNP, 100% saturating CNP;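 active = activation at 10 µM reaching about 35% in either raw or pattern-adjusted values, limit read from the data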
HTRA1 inh: HTRA1 (human) protease inhibition; 0.5% of 340,000 active; Q92743; recombinant HTRA1, FP-rhodamine activity-based probe, fluorescence polarization; inhibition, % at 5.96 µM; in the data active = inhibition above about 36%;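 note: 0% = enzyme with DMSO and 100% = wells lacking enzyme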
Target sequence (Q92743 whole entry, looked up): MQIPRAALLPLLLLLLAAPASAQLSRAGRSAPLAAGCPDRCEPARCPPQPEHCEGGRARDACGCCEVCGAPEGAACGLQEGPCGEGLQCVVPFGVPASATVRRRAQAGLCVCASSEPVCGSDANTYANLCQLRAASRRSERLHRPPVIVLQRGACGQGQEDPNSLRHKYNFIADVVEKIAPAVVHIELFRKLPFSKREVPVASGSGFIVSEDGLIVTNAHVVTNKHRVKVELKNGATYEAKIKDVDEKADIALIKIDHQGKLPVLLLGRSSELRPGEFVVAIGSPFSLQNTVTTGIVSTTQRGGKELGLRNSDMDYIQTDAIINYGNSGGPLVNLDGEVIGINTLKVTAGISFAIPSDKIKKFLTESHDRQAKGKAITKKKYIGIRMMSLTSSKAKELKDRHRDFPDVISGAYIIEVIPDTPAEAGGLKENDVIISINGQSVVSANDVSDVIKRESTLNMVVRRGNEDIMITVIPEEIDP
ABHD4 inh: inhibits mouse alpha/beta hydrolase domain 4. Q8VD66. purified mABHD4, FP-Rh probe fluorescence polarization. 0.54% of 370,000 active. AID 720543. inhibition, % at 8.92 µM;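 active = inhibition exceeding the mean over every tested compound plus 3 SD, cut at about 30% in these data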;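 note: 0% = plate median of compound wells and 100% = S159A mutant with DMSO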
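Assay system: mouse ABHD4 enzyme, wild type / Also added: fluorescent activity-based probe FP-Rh / Doses: single nominal dose of 8.92 µM, 0.89% DMSO final / Timing: 45 min compound pre-incubation plus 60 min probe step, 25 °C / Signal: FP readout, ex 525 nm / em 598 nm / Control set: S159A mutant/DMSO as 100%, compound-well median as 0%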
NPR1 activator: GC-A (human) enzyme activation; P16066; HEK293 GC-A cells, cGMP TR-FRET, EC30 ANP; 0% at EC30 ANP, 100% saturating ANP; activation, % at 10 µM; 0.14% of 370,000 active; AID 1671463; in the data active = activation above about 40%
rCAG binder: molecules binding r(CAG) RNA repeats; 1.3% of 370,000 active; r(CAG) RNA repeat, TO-PRO-1 dye displacement fluorescence; inhibition, % at 3 µM;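 active = inhibition above the plate cutoff, the mean of all test compounds on that plate plus 3 SD, cut at about 35% in these data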;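 note: 0% = DMSO alone and 100% = 100 µM mitoxantrone as full dye displacement; higher means more dye released from RNA so lower well fluorescence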
UHRF1 MBD2 ctr: human UHRF1 methylated DNA binding inhibitors; Q96T88; UHRF1 binding to methylated oligo, TR-FRET; 0.75% of 370,000 active; inhibition, % at 4.4 µM; in the data active = inhibition above about 21%;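 note: UHRF1 SRA domain binding a hemimethylated CpG hairpin DNA probe; 0% = median of test compound wells and 100% = reference inhibitor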
SIAE primary: human SIAE inhibition, primary screen | SIAE FP-Rh probe binding, fluorescence polarization | 0.69% of 370,000 active | inhibition, % at 9.66 µM;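 active = inhibition above a cutoff: mean of compounds within the control limits plus 3 SD of those, cut at about 17% in these data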;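 note: 0% = plate median of compound wells and 100% = probe without SIAE protein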
MBD2 DNA inh: MBD2-methylated oligo binding inhibition. 0.31% of 370,000 active. Q9UBB5. inhibition, % at 4.4 µM. TR-FRET, MBD2 binding to methylated oligonucleotide; in the data active = inhibition above about 13%
Target sequence (Q9UBB5 whole entry, looked up): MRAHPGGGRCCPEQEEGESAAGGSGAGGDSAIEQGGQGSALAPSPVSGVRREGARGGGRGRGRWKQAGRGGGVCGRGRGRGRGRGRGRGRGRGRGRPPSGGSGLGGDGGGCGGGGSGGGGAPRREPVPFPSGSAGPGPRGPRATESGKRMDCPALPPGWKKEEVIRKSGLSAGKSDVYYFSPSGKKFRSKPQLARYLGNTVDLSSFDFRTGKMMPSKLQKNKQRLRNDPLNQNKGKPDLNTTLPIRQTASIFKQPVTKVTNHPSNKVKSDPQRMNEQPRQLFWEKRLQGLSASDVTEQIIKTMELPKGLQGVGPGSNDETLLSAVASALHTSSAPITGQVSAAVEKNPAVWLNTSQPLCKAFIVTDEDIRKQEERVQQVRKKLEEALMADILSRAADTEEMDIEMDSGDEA
* = called active by the depositor; x = no result given. The list is partial; rates above refer to the full screens.

1) C=CCOc1c(Br)cc(CNn2nnnc2N)cc1OC
2) CSc1ccccc1C(=O)NCC1CCCO1 (centres undefined)
3) COc1ccc(N2CCN(C(=O)c3cc(=O)c4cc(C)c(C)cc4o3)CC2)cc1
4) CC(C)NS(=O)(=O)c1ccc(NC(=O)CCc2ccccc2)cc1
5) O=C1C[C@H](c2ccc3ccccc3c2)N=C2N1/C(=C\c1ccccc1)[C@@H](c1ccccc1C(F)(F)F)N2Cc1ccc2c(c1)OCO2
6) NS(=O)(=O)c1ccc(CCNS(=O)(=O)c2ccc(Cl)nc2)cc1
7) Cc1nccn1-c1ncnc2sc3c(c12)CCCC3
8) CC1(C(=O)O)CCC(C(=O)NC2CCCCCC2)C1(C)C (centres undefined)

assay / entry	1	2	3	4	5	6	7	8
NPR1 activator	-2	-1	-3	0	-1	4	-2	5
HTRA1 inh	-9	7	2	-4	x	0	-3	-3
SIAE primary	-4	4	3	-2	0	-2	5	-1
GC-B act	-2	3	-1	-4	6	2	0	4
TCR-CD3 inh	4	-9	8	-11	x	-4	4	2
MBD2 DNA inh	-3	6	-6	5	-4	-1	-5	1
PRMT1 inh	0	0	0	2	-8	-2	-4	0
ABHD4 inh	-6	3	2	3	3	-2	7	-5
rCAG binder	4	-2	-3	-1	x	-1	-1	-1
UHRF1 MBD2 ctr	2	-1	-1	-1	-3	2	-1	-2

9) CCCNc1nc(C)c(C(C)=O)cc1C#N
10) Cc1cc(Cl)c(S(N)(=O)=O)cc1OCC(=O)NC1CCCCC1
11) Cc1cccc(NC(=O)NCCc2c[nH]c3ccccc23)c1
12) Cc1ccc(OC(C)c2nnc(N)s2)cc1Cl (centres undefined)
13) O=C1c2oc3ccccc3c(=O)c2C(c2cccc(O)c2)N1CCCN1CCOCC1 (centres undefined)
14) CC(C)C(c1nnnn1CCc1ccccc1)N1CCN(C(=O)c2ccco2)CC1 (centres undefined)
15) NS(=O)(=O)c1cccc(NC(=S)NC(=O)C23CC4CC(CC(C4)C2)C3)c1
16) CN(CC(=O)Nc1ccc(F)c(F)c1F)C(=O)C1=COCCO1

assay / entry	9	10	11	12	13	14	15	16
NPR1 activator	1	-2	1	11	3	1	1	0
HTRA1 inh	2	-7	-9	-1	-9	-4	-27	2
SIAE primary	3	-7	1	10	-3	7	-4	-1
GC-B act	0	5	4	3	3	8	1	4
TCR-CD3 inh	3	4	3	-5	7	-5	4	-4
MBD2 DNA inh	5	-5	-4	3	-4	3	7	0
PRMT1 inh	-4	-1	3	3	4	4	2	1
ABHD4 inh	-3	7	6	6	-4	-8	-11	-2
rCAG binder	3	0	-1	-6	6	-4	6	1
UHRF1 MBD2 ctr	0	-1	-2	-1	-1	-1	-1	1

17) N=c1ncn(Cc2ccccc2)c2nc(SCCOc3ccccc3)[nH]c12
18) COC(=O)c1cc(S(=O)(=O)N(C)c2ccc(C)c(C)c2)c[nH]1
19) CCOC(=O)NC(=O)CSc1nc(C)cc(C(F)(F)F)c1C#N
20) COc1ccc(C(=O)C(OC(=O)c2ccccc2Cl)c2ccccc2)cc1 (centres undefined)
21) Cc1[nH]n(-c2cccc(Cl)c2)c(=O)c1C=NCC(C)C
22) CCN(C(=O)COC(=O)c1nc(Cl)ccc1Cl)c1c(N)n(Cc2ccccc2)c(=O)[nH]c1=O
23) Cc1cc(C(=O)Nc2ccc(S(=O)(=O)Nc3onc(C)c3C)cc2)c(C)o1
24) Cn1c(SCC#N)nc2ccccc2c1=O

assay / entry	17	18	19	20	21	22	23	24
NPR1 activator	2	1	-2	-6	-4	-1	1	-4
HTRA1 inh	-2	-2	2	-23	-10	0	0	4
SIAE primary	-1	-1	4	-16	1	-4	4	-3
GC-B act	2	1	-2	-3	-4	1	4	0
TCR-CD3 inh	-10	-6	9	-4	-7	5	0	7
MBD2 DNA inh	1	4	-11	2	-1	-2	3	1
PRMT1 inh	1	6	-1	-2	7	-4	1	-2
ABHD4 inh	4	3	-3	-8	-1	-2	9	3
rCAG binder	-2	-3	-4	3	-5	5	11	-2
UHRF1 MBD2 ctr	3	1	-3	3	0	-1	5	0

25) COC(=O)c1c(NC(=O)CN2CCN(c3ccccc3)CC2)c2c(C)cccc2n1C
26) O=c1cc(NS(=O)(=O)c2ccccc2)nc(SCc2c(Cl)cccc2Cl)[nH]1
27) CC(C)(C)OC(=O)C[C@H]1C/C=C\C[C@H](CC(=O)N(CCO)Cc2ccccc2)C(=O)N[C@@H](Cc2ccccc2)COC1=O
28) COc1ccccc1NC(=O)CC(=O)c1ccccc1
29) O=S(=O)(c1ccc2ccccc2c1)N1CCN(C(=S)Nc2ccc(F)c(Cl)c2)CC1
30) CCCNC(=O)CSc1nnc(NC(=O)C2CC(=O)N(c3ccccc3OC)C2)s1 (centres undefined)
31) CC(=O)c1c(C)nn(C(=O)c2cccs2)c1C
32) Cc1c(N/C=C(\Cl)C(=O)C(F)(F)F)c(=O)n(-c2ccccc2)n1C

assay / entry	25	26	27	28	29	30	31	32
NPR1 activator	-1	1	5	0	-18	-2	4	0
HTRA1 inh	3	-8	-2	0	-62	11	6	-4
SIAE primary	2	1	-1	-5	-18	-4	2	12
GC-B act	6	1	2	-2	1	3	-2	-1
TCR-CD3 inh	2	7	-4	7	1	5	9	3
MBD2 DNA inh	6	-5	0	2	0	0	-4	-4
PRMT1 inh	-3	0	-2	5	-2	3	-1	6
ABHD4 inh	-1	-7	-5	-12	-18	8	4	6
rCAG binder	-2	3	-7	5	32	8	0	-2
UHRF1 MBD2 ctr	0	1	-1	0	4	-1	-3	-4

11 entries from above, arranged by molecular weight, low to high.
24) Cn1c(SCC#N)nc2ccccc2c1=O
2) CSc1ccccc1C(=O)NCC1CCCO1 (centres undefined)
18) COC(=O)c1cc(S(=O)(=O)N(C)c2ccc(C)c(C)c2)c[nH]1
1) C=CCOc1c(Br)cc(CNn2nnnc2N)cc1OC
32) Cc1c(N/C=C(\Cl)C(=O)C(F)(F)F)c(=O)n(-c2ccccc2)n1C
3) COc1ccc(N2CCN(C(=O)c3cc(=O)c4cc(C)c(C)cc4o3)CC2)cc1
14) CC(C)C(c1nnnn1CCc1ccccc1)N1CCN(C(=O)c2ccco2)CC1 (centres undefined)
25) COC(=O)c1c(NC(=O)CN2CCN(c3ccccc3)CC2)c2c(C)cccc2n1C
30) CCCNC(=O)CSc1nnc(NC(=O)C2CC(=O)N(c3ccccc3OC)C2)s1 (centres undefined)
22) CCN(C(=O)COC(=O)c1nc(Cl)ccc1Cl)c1c(N)n(Cc2ccccc2)c(=O)[nH]c1=O

assay / entry	24	2	18	1	32	3	14	25	30	22
NPR1 activator	-4	-1	1	-2	0	-3	1	-1	-2	-1
HTRA1 inh	4	7	-2	-9	-4	2	-4	3	11	0
SIAE primary	-3	4	-1	-4	12	3	7	2	-4	-4
GC-B act	0	3	1	-2	-1	-1	8	6	3	1
TCR-CD3 inh	7	-9	-6	4	3	8	-5	2	5	5
MBD2 DNA inh	1	6	4	-3	-4	-6	3	6	0	-2
PRMT1 inh	-2	0	6	0	6	0	4	-3	3	-4
ABHD4 inh	3	3	3	-6	6	2	-8	-1	8	-2
rCAG binder	-2	-2	-3	4	-2	-3	-4	-2	8	5
UHRF1 MBD2 ctr	0	-1	1	2	-4	-1	-1	0	-1	-1

5) O=C1C[C@H](c2ccc3ccccc3c2)N=C2N1/C(=C\c1ccccc1)[C@@H](c1ccccc1C(F)(F)F)N2Cc1ccc2c(c1)OCO2

assay / entry	5
NPR1 activator	-1
HTRA1 inh	x
SIAE primary	0
GC-B act	6
TCR-CD3 inh	x
MBD2 DNA inh	-4
PRMT1 inh	-8
ABHD4 inh	3
rCAG binder	x
UHRF1 MBD2 ctr	-3

Additional results:
33) O=c1[nH]c2ccccc2c(=O)c2ccccc12
34) OC(c1ccccc1)(c1ccccc1)C1CCN(CCCOc2cccc(Cl)c2)CC1
35) Cc1c(C#N)c2ccccc2n1CC(=O)NCC1CCCO1 (centres undefined)
36) c1ccc2oc(-c3nn4c(Cn5cnc6ccccc65)nnc4s3)cc2c1
37) COc1ccc(NC(=S)NC(=O)/C=C/c2cccs2)cc1
38) CCOC(=O)c1nnn(-c2nc(N(C)C)nc(N(C)C)n2)c1C
39) COc1ccccc1-c1cnc(C(O)c2ccc(F)c(C)c2)[nH]1 (centres undefined)
40) COc1ccc(-c2nc(SC(C)C(=O)Nc3ccc(NC(C)=O)cc3)n[nH]2)cc1 (centres undefined)

assay / entry	33	34	35	36	37	38	39	40
NPR1 activator	3	-9	-4	0	-2	-4	-2	-2
HTRA1 inh	-1	x	-2	0	-4	3	x	1
SIAE primary	-3	-3	0	4	1	0	1	1
GC-B act	0	-5	-1	0	0	0	2	3
TCR-CD3 inh	2	-5	2	1	2	8	6	1
MBD2 DNA inh	3	11	-1	5	-2	0	-5	6
PRMT1 inh	6	4	3	0	-2	-3	-5	-3
ABHD4 inh	4	2	-4	2	-4	-1	2	-3
rCAG binder	1	1	2	-4	-4	-1	1	1
UHRF1 MBD2 ctr	11	3	-3	-1	0	4	-2	0

41) Cc1ccc(-n2c(=O)[nH]c3c(C(N)=O)nc(-c4ccc(C)o4)nc32)cc1
42) CCN(CC)c1ccc(N=Nc2nn(C)c(C)c2[N+](=O)[O-])cc1
43) CCN1CCc2nc3ccccc3c(C(=O)Nc3ccc(C#N)cc3)c2C1
44) C=CCNC(=O)C1CC2c3ccccc3C1c1ccccc12 (centres undefined)
45) CCCC(=O)Nc1cc(C)c(NC(=O)c2ccco2)cn1
46) Cc1cccc(C)c1NC(=O)CSc1nnc(-c2cnccn2)n1C
47) COCCNC(=O)c1c[nH]c2cc(OC)c(OC)cc2c1=O
48) CCOc1cccc(C2C(C#N)=C(N)Oc3cc(C)n(Cc4ccccn4)c(=O)c32)c1OCC (centres undefined)

assay / entry	41	42	43	44	45	46	47	48
NPR1 activator	1	-3	-3	-10	2	4	3	1
HTRA1 inh	-1	20	-4	-2	6	2	5	-3
SIAE primary	-5	-6	7	2	-3	12	-3	1
GC-B act	-2	-2	-7	-9	2	4	-3	-2
TCR-CD3 inh	0	8	3	14	-1	0	3	3
MBD2 DNA inh	4	-20	-6	-1	-2	-2	2	-2
PRMT1 inh	14	2	0	-1	-2	-3	25*	-3
ABHD4 inh	-17	8	5	-4	-3	6	1	8
rCAG binder	10	9	2	-2	2	-1	1	-2
UHRF1 MBD2 ctr	0	-14	-2	-2	-1	-4	3	-2

49) CCc1cc(Cn2nc(C(=O)O)cc2-c2ccccc2)on1
50) COc1cccc(NC(=O)c2ccncc2)c1
51) Cc1cc(C)nc(SCCC(=O)N2CCOCC2)n1
52) O=C(Nc1cccc(S(=O)(=O)N2CCCCC2)c1)c1c2c(nc3ccccc13)CCN(Cc1ccccc1)C2
53) COc1cc(OC)nc(Oc2cccc(Cl)c2C)n1
54) COc1ccc([C@@H]2C=C(C(=O)O)O[C@H](OCCCCO)C2)cc1
55) Nn1cnnc1N/N=C/c1cc(Br)cc(Br)c1O
56) CNc1cncc(-c2cccc(C(=O)NCCN(C)C)c2)n1

assay / entry	49	50	51	52	53	54	55	56
NPR1 activator	3	3	0	3	-2	3	-1	0
HTRA1 inh	1	-3	7	-47	x	-1	53*	x
SIAE primary	-6	-3	5	-14	3	6	-1	8
GC-B act	3	-6	1	3	0	3	-3	-7
TCR-CD3 inh	6	-4	-3	3	9	6	5	1
MBD2 DNA inh	-4	-3	2	3	2	-4	4	-5
PRMT1 inh	-2	-1	1	1	-5	0	3	1
ABHD4 inh	3	7	4	-32	5	5	13	3
rCAG binder	0	0	2	10	-3	0	12	0
UHRF1 MBD2 ctr	1	0	1	3	1	2	4	-3
